# High-throughput results from PubChem BioAssay.
# GSIS activator = GLuc luminescence reporter in INS-1E cells, primary screen for activators of glucose-dependent secretion of insulin; 370,000 tested, 0.61% active; AID 743287, 2014; activation, % at 16.6 µM; INS-1E GLuc reporter insulin secretion, 2-3 h;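 active = lowest replicate activation of at least 40%, so every replicate reaches that level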;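 note: 0% = median of neutral control wells and 100% = median of IBMX positive control wells; some compounds called inactive have numbers as strong as hits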
# FN deposit inh = inhibitors of fibronectin matrix deposition, primary screen, AH1F cells, Alexa488-fibronectin fluorescence, plate reader; AH1F fibroblasts, overnight; inhibition, % at 12.6 µM; 350,000 tested, 0.086% active; AID 743247, 2014;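 active = mean inhibition across replicates of 30% or more, regardless of how many single replicates reach that level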;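 note: positive control wells lacked labelled fibronectin entirely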
#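 Schedule: 1 h cell adhesion before compound, then overnight fibronectin incubation; test system: AH1F fibroblast monolayer depositing Alexa488-labelled fibronectin into matrix; quantity: 10000 AH1F cells per well; probe or stimulus: fluorescent fibronectin at 24 nM final; signal: fluorescence, ex 485 nm, em 525 nm; evaluation: percent inhibition as loss of matrix-bound fibronectin fluorescence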
# Starred values were filed as active, the others as inactive.
1	N#C[C@H]1[C@@H](c2ccc(C#CC3CCCC3)cc2)[C@@H](CO)N1C(=O)c1cccc(F)c1
  GSIS activator = 4.1	FN deposit inh = -0.9

2	CC[C@@H]1C/C=C\C[C@H](c2ccccc2)NC(=O)CCC(=O)N1
  GSIS activator = 9.4	FN deposit inh = -13.2

3	Brc1ccc(-c2nnc3n2-c2ccccc2CC3)cc1
  GSIS activator = 11.6	FN deposit inh = 8.1

4	C[C@@H]1CCCn2nncc2COCCNC1=O
  GSIS activator = 6.6	FN deposit inh = -1.8

5	O=C(NC1CCCCC1)c1cccnc1C(=O)O
  GSIS activator = -5.8	FN deposit inh = -6.0

6	Cc1ncc(CSc2nc3ccccc3[nH]2)c(N)n1
  GSIS activator = 13.2	FN deposit inh = 10.9

7	CC(C)[C@@H]1C(=O)N[C@@H](c2cccc(Cl)c2)CC=CC[C@H](C)Oc2ccccc2C(=O)N1C (mixture of isomers)
  GSIS activator = -11.7	FN deposit inh = 1.9

8	CC(=O)N1CCCc2ccccc21
  GSIS activator = 7.0	FN deposit inh = -7.5

9	CCOc1ccccc1N(CC(=O)NC(C)(C)C)C(=O)Cn1nnc(-c2ccc(C)o2)n1
  GSIS activator = -9.7	FN deposit inh = 8.4

10	Fc1ccc(Cn2c(SCc3ccc(F)c(C(F)(F)F)c3)nnc2C(F)(F)F)cc1
  GSIS activator = -33.4	FN deposit inh = -5.1

11	CCOc1cc(C2C3=C(CCCC3=O)Nc3nc(C(=O)OC)nn32)ccc1OC (configuration not stated)
  GSIS activator = 2.2	FN deposit inh = 3.5

12	C[C@@H]1C/C=C\C[C@@H](c2ccc3c(c2)OCO3)NC(=O)[C@@H](c2ccccc2)CC(=O)N1
  GSIS activator = -9.4	FN deposit inh = -3.7

13	COc1ccc(C[C@@H]2CCn3nncc3COC[C@H](c3ccccc3)NC2=O)cc1
  GSIS activator = 9.9	FN deposit inh = 8.0

14	C/C=C/c1cccc(-c2nc(C(=O)NCCN3CCCC3)cc3c2[C@@H](CCO)N([S@](=O)C(C)(C)C)C3)c1
  GSIS activator = 3.9	FN deposit inh = 4.9

15	O=C(Cn1cnc2sc(-c3ccccc3)cc2c1=O)NCc1ccccc1
  GSIS activator = 1.3	FN deposit inh = 1.1

16	O=C(CSCc1ccccc1)Nc1cccc(C(=O)Nc2ccccc2C(=O)O)c1
  GSIS activator = 2.1	FN deposit inh = -10.3

17	O=S(=O)(NCc1ccccc1)c1ccc(S(=O)(=O)N(Cc2ccccn2)Cc2ccco2)cc1
  GSIS activator = 7.7	FN deposit inh = -2.0

# Compounds shown so far with a tert-butyl group, in the order listed:
9	CCOc1ccccc1N(CC(=O)NC(C)(C)C)C(=O)Cn1nnc(-c2ccc(C)o2)n1
  GSIS activator = -9.7	FN deposit inh = 8.4

14	C/C=C/c1cccc(-c2nc(C(=O)NCCN3CCCC3)cc3c2[C@@H](CCO)N([S@](=O)C(C)(C)C)C3)c1
  GSIS activator = 3.9	FN deposit inh = 4.9

# Four entries drawn at random from those above:
7	CC(C)[C@@H]1C(=O)N[C@@H](c2cccc(Cl)c2)CC=CC[C@H](C)Oc2ccccc2C(=O)N1C (mixture of isomers)
  GSIS activator = -11.7	FN deposit inh = 1.9

16	O=C(CSCc1ccccc1)Nc1cccc(C(=O)Nc2ccccc2C(=O)O)c1
  GSIS activator = 2.1	FN deposit inh = -10.3

17	O=S(=O)(NCc1ccccc1)c1ccc(S(=O)(=O)N(Cc2ccccn2)Cc2ccco2)cc1
  GSIS activator = 7.7	FN deposit inh = -2.0

11	CCOc1cc(C2C3=C(CCCC3=O)Nc3nc(C(=O)OC)nn32)ccc1OC (configuration not stated)
  GSIS activator = 2.2	FN deposit inh = 3.5

# Not all compounds are listed; rates above refer to the full screens.
